High-throughput results as filed in PubChem.
Mtb UGM inh – Mtb UDP-galactopyranose mutase inhibition | P9WIQ1 | purified UGM, fluorescence polarization probe displacement | inhibition, % at 10 µM | actives 0.06% (n = 320,000); in the data active = inhibition above about 10%, passing the limit was not always enough; inconclusive = no clear call, values can overlap the other calls
Rv3671c protease – inhibitors of M. tuberculosis serine protease Rv3671c | inhibition, % at 5.96 µM | actives 0.048% (n = 320,000) | P9WHR9; in the data active = inhibition above about 38%;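 note: extracellular domain of Rv3671c used as enzyme; 0% = enzyme with DMSO and 100% = no enzyme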
Target sequence (P9WHR9 whole entry, looked up, the tested form may be a part): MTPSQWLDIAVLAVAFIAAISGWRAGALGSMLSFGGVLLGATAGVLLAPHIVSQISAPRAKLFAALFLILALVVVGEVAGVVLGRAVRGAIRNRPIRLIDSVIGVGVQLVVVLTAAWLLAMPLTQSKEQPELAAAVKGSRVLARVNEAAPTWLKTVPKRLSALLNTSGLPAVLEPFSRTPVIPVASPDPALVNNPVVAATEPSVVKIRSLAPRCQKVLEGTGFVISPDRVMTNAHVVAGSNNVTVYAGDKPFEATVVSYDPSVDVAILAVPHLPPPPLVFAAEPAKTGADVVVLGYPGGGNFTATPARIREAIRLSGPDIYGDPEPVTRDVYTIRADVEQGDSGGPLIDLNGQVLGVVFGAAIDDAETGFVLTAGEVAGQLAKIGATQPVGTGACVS
FadD28 FP inh – inhibitors of Mycobacterium tuberculosis FadD28 bisubstrate binding | FadD28 bisubstrate probe binding, fluorescence polarization | inhibition, % at 12.5 µM | actives 0.22% (n = 360,000) | AID 588549; in the data active = inhibition above about 8.5%, passing the limit was not always enough; inconclusive = no clear call, values can overlap the other calls
MazF activator – MazEF (E. coli) toxin RNase activation | P0AE70 | AID 504720 | FAM/BHQ RNA-DNA oligo cleavage fluorescence, 5 h | activation, % at 20 µM | actives 0.32% (n = 350,000); in the data active = activation above about 50%
Target sequence (P0AE70 whole entry, looked up): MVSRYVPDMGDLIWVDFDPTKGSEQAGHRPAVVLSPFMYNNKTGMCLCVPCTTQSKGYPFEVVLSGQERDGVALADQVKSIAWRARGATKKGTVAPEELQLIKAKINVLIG
PrPC TRFRET – cell surface PrPC inhibition, primary TR-FRET screen | P04156 | TR-FRET read-out | inhibition, % at 13.8 µM | actives 0.43% (n = 370,000); in the data active = inhibition above about 24%; note: 0% = median of the test wells and 100% = reference compound wells
BioA inh – blocks M. tuberculosis BioA enzyme activity. purified M. tuberculosis BioA enzyme, plate reader. inhibition, % at 9.99 µM. actives 0.096% (n = 360,000). AID 602481; in the data active = inhibition above about 40%; inconclusive = no clear call, values can overlap the other calls
BoNT F protease – inhibitors of Botulinum neurotoxin F light chain protease | inhibition, % at 10 µM | actives 0.22% (n = 360,000) | Multiplex microsphere protease cleavage assay, flow cytometry; in the data active = inhibition above about 35%, passing the limit was not always enough; inconclusive = no clear call, values can overlap the other calls; note: plate controls were buffer without enzyme for full effect and enzyme alone for no effect
GDH-TPI inh – GDH-TPI coupled enzyme inhibition counter-screen | GDH-TPI coupled enzyme counterscreen, NADH absorbance | inhibition, % at 4.8 µM | actives 1.2% (n = 360,000) | AID 588335; in the data active = inhibition above about 30%;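 note: 0% = DMSO wells and 100% = wells lacking the enzyme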
Mtb FBA inh – inhibits M. tuberculosis FBA enzyme; actives 2.3% (n = 360,000); inhibition, % at 1 µM; purified M. tuberculosis FBA, fluorescence read-out; AID 588726; in the data active = inhibition above about 27%;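 note: 0% = vehicle and 100% = reference inhibitor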
Target sequence (P9WQA3 whole entry, looked up): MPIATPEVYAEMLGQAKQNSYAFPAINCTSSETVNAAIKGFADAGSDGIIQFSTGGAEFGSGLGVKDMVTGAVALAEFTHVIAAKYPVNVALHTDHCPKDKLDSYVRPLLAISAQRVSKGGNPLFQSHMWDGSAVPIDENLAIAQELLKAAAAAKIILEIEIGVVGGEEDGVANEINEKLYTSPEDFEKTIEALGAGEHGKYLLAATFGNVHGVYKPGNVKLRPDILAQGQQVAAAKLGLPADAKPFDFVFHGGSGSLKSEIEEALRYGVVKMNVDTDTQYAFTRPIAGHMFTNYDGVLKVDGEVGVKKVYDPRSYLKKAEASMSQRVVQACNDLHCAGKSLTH
Numbers without * were called inactive; ? = inconclusive; . = not tested or not shown.

SMILES,Mtb UGM inh,Rv3671c protease,FadD28 FP inh,MazF activator,PrPC TRFRET,BioA inh,BoNT F protease,GDH-TPI inh,Mtb FBA inh
CCN(CCO)Cc1csc2ccc(Cl)cc12,-2.1,1,-3.9,-3,-4,.,0,-1,0
CCCCn1nc(C(=O)N(CC(C)C)c2c(N)n(CCCC)c(=O)[nH]c2=O)c2ccccc2c1=O,.,.,-3.1,-3,-5,1.6,1,2,-2
COc1ccccc1N1CCN(S(=O)(=O)CCNC(=O)c2cc(OC)c(OC)c(OC)c2)CC1,-1.9,0,0.8,7,5,-1.4,-2,2,-1
COc1ccc2nc(/N=C/c3c(C)[nH]n(-c4ccc(C)cc4C)c3=O)sc2c1,0.8,4,-2.5,-2,6,-1.6,0,-1,0
O=C(N/N=C\c1coc2ccccc2c1=O)c1ccco1,0.1,1,-3.3,4,5,-0.2,.,6,2
CN1C(=O)NC(c2ccc(C(F)(F)F)cc2)C2=C1CC(C)(C)CC2=O (stereo not given),-1.0,-2,-2.6,7,-7,0.6,17,2,0
CCN(CC(=O)NCc1ccc(F)cc1)C(=O)C1CCN(S(=O)(=O)c2ccc(C(C)C)cc2)CC1,.,.,-1.0,1,13,1.0,-1,-4,0
COc1ccc(C(C)(C)C)cc1NC(=O)C1CCCO1 (stereo not given),1.1,5,0.2,-4,3,-0.9,2,4,2
COc1ccc(OC(=O)c2c(C)nn(-c3ccccc3)c2C)cc1,-5.0,3,-1.3,-2,6,20,?,12,-4
COc1ccc(C(=O)CCC(=O)Nc2ccc(N3CCCCC3)cc2)cc1OC,-0.7,6,1.8,-3,2,3.5,-11,4,-2
Cc1nn(-c2ccccc2)c(N2CCCC2)c1/C=N/Nc1ccc(S(=O)(=O)Nc2ccccc2)cc1[N+](=O)[O-],-0.8,11,-2.3,9,4,.,-3,7,0
CCN(CC)C(=O)CSc1nnc(-c2ccco2)o1,1.3,15,-1.6,-10,-2,0.4,17,14,2
CCc1nnc(NC(=O)[C@@H](NC(=O)c2cccc(S(=O)(=O)N3CCOCC3)c2)C(C)C)s1,-2.8,-4,-3.8,-10,-1,.,1,-4,1
CC(/C=N/NC(=O)c1cc(-c2ccccc2)nc2ccccc12)=C\c1ccco1,0.4,-40,-5.8,-5,3,-0.2,-11,15,0
CCCN(CC(=O)Nc1ccccc1C)C(=O)CCCNC(=O)c1ccc(Cl)cc1,.,.,-1.3,-1,3,2.9,0,1,-1
CCOC(=O)N1CCN(C(=O)c2cccc(N3C(=O)NC4CC3(C)Oc3ccc(Cl)cc34)c2)CC1 (stereo not given),-2.4,2,-1.5,4,7,0.7,4,2,0
O=C(c1cc(-c2cccc(O)c2)on1)N1CCCC1,0.6,1,-1.5,-4,-1,-0.7,0,0,-2
CCCCN(CCCNc1ncnc2nc[nH]c12)c1ccccc1,-0.3,9,0.6,2,1,-0.1,-3,-5,1
CCN1C(=O)[C@@H]2[C@@H](c3ccc(-c4ccc(OC)cc4)c(OC)c3)N3CCCC[C@@]3(C(=O)OC)[C@@H]2C1=O,-0.7,-3,1.1,-22,10,-1.9,8,7,1
CCOC(=O)Cc1csc(NC(=O)C(C)(C)CC)n1,-2.6,2,-1.2,-3,8,0.1,11,-7,0
COc1ccc(C(=O)Nc2ccc(Cl)cc2C(=O)N2CCCC(C)C2)cc1OC (stereo not given),.,2,-4.2,-6,6,.,-8,-10,1
COc1ccc2nc(NC(=O)C3CSC4(C)CCC(=O)N34)sc2c1 (stereo not given),-1.3,-5,-5.1,-6,0,-0.7,8,9,-5
O=C(Nc1ccccc1O)c1csc2c1CCCC2,-0.8,-3,0.7,4,-4,-1.4,-5,3,-5
CCCCOP(=O)(c1ccc(N(C)C)cc1)C(Nc1ccccc1)c1ccccc1 (stereo not given),2.3,0,-3.7,-9,1,-1.2,11,-5,-1
O=C(O)CC/C(=C\c1ccc(N2CCOCC2)c([N+](=O)[O-])c1)c1nc2ccccc2s1,.,.,1.2,2,1,.,-1,25,-6
O=C(OCc1ccc(F)cc1)c1ccc2c(c1)-c1ccccc1C2=O,-1.6,-5,-1.8,-1,-8,.,10,-7,-3
C=Cc1ccc(Cn2c(C(=O)O)c(C=O)c3ccccc32)cc1,-1.3,3,-3.1,-3,0,.,1,2,0
OC[C@@H]1CN(Cc2ccc(Cl)cc2)C[C@H](n2cnc3c(NCc4ccc(F)cc4)ncnc32)O1,.,.,-3.7,.,2,-0.3,3,0,0
CC(C)N1CC(C(=O)Nc2nc3ccccc3s2)CC1=O (stereo not given),-0.2,-9,-2.6,2,3,0.5,1,-12,-1
COC(=O)c1ccccc1S(=O)(=O)NNC(=O)C1COc2ccccc2O1 (stereo not given),.,.,1.0,-2,-3,-3.3,-6,13,2

Given as labelled records: entries from further up
O=C(Nc1ccccc1O)c1csc2c1CCCC2
- Mtb UGM inh = -0.8
- Rv3671c protease = -3
- FadD28 FP inh = 0.7
- MazF activator = 4
- PrPC TRFRET = -4
- BioA inh = -1.4
- BoNT F protease = -5
- GDH-TPI inh = 3
- Mtb FBA inh = -5
CCCCOP(=O)(c1ccc(N(C)C)cc1)C(Nc1ccccc1)c1ccccc1 (stereo not given)
- Mtb UGM inh = 2.3
- Rv3671c protease = 0
- FadD28 FP inh = -3.7
- MazF activator = -9
- PrPC TRFRET = 1
- BioA inh = -1.2
- BoNT F protease = 11
- GDH-TPI inh = -5
- Mtb FBA inh = -1
O=C(O)CC/C(=C\c1ccc(N2CCOCC2)c([N+](=O)[O-])c1)c1nc2ccccc2s1
- Mtb UGM inh = .
- Rv3671c protease = .
- FadD28 FP inh = 1.2
- MazF activator = 2
- PrPC TRFRET = 1
- BioA inh = .
- BoNT F protease = -1
- GDH-TPI inh = 25
- Mtb FBA inh = -6
O=C(OCc1ccc(F)cc1)c1ccc2c(c1)-c1ccccc1C2=O
- Mtb UGM inh = -1.6
- Rv3671c protease = -5
- FadD28 FP inh = -1.8
- MazF activator = -1
- PrPC TRFRET = -8
- BioA inh = .
- BoNT F protease = 10
- GDH-TPI inh = -7
- Mtb FBA inh = -3

Next part:
SMILES,Mtb UGM inh,Rv3671c protease,FadD28 FP inh,MazF activator,PrPC TRFRET,BioA inh,BoNT F protease,GDH-TPI inh,Mtb FBA inh
CCOC(=O)C1C(=O)OC(C)(C)C1C(CC)C(=O)c1c(C)cc(C)cc1C (stereo not given),-2.0,-4,-4.4,4,11,1.9,8,-2,1
COc1cccc(-n2ccnc2SCC(=O)Nc2ccccc2F)c1,-0.2,4,-2.2,-2,-2,.,-3,2,-1
O=C(NNC(=O)c1ccc(F)cc1F)c1ccc2c(c1)OCO2,2.7,1,-0.5,8,4,.,-3,2,-1
Cc1ccc2c(c1)[C@H]1[C@H](CO2)[C@H](c2ccccc2)[C@]2(C)C(=O)N(Cc3ccc(Cl)cc3)CC(=O)N12,2.0,-18,-1.1,-14,11,-2.5,3,4,-2
CCOC(=O)c1c(-c2cccc([N+](=O)[O-])c2)cn2ccccc12,-0.8,11,-2.8,6,-4,.,-3,2,-9
O=C(c1cccs1)c1no[n+]([O-])c1C(=O)c1cccs1,11*,1,-1.0,-6,.,-0.7,-6,2,-2
CCOC(=O)CSC1=N/C(=C\c2ccc(OC)c(OC)c2)C(=O)N1C,-0.3,-5,0.8,-15,-9,1.2,1,26,-2
Cc1nn(-c2ccccc2)c(Cl)c1/C=N/NC(=O)c1ccn[nH]1,0.2,-1,-2.8,3,-2,6.8,-6,17,7
CCCCOC(=O)c1ccc(NC(=O)c2cc(Cl)ccc2OC)cc1,1.3,2,-3.6,-1,5,.,-8,-8,0
CC(C)N(Cc1ccccc1)C(=S)Nc1ccc(F)cc1,0.2,2,-9.7,3,3,.,-24,-9,-4
CCN(CC)C1CCN(C(=O)CCc2nnc(CCCCc3ccccc3)o2)C1 (stereo not given),1.6,-2,-3.1,-10,0,.,5,-5,1
COc1ccccc1N1CCN(CC(O)COCCOc2ccc(Br)cc2)CC1 (stereo not given),-0.1,3,0.9,-2,-4,.,15,-3,1
Cc1sc2ncn(CC(=O)NCC3COc4ccccc4O3)c(=O)c2c1S(=O)(=O)N1CCCCC1 (stereo not given),1.2,2,-1.9,-3,-5,.,-4,2,7
Cn1cnnc1SCC(=O)Nc1ccc(Oc2ccccc2)cc1,-1.6,0,-4.8,-3,-4,3.4,5,-10,0
COc1cc(Cl)c(C)cc1NC(=O)CCCn1c(=O)oc2ccccc21,.,-7,-1.4,1,6,.,6,4,0
COc1cccc(OC)c1C(=O)Nc1cc(C)on1,0.3,6,0.4,5,2,-0.1,2,-2,-5
O=S(=O)(NC1CCCCC1N1CCN(c2ccc(F)cc2)CC1)c1ccccc1 (stereo not given),0.3,-3,-0.5,0,1,0.7,2,-4,2
O=C(Nc1ccccc1F)c1ccc(CN2CCc3ccccc3C2)cc1,-0.6,-3,-3.0,5,0,2.0,?,-8,-4
Cc1c(NC(=O)CSCc2ccc(Cl)cc2Cl)cccc1C(=O)O,1.5,-13,-0.3,-7,4,-0.2,-2,-5,0
O=C1[C@H]2C(c3ccccc3)=NN(c3ccccc3)[C@H]2C(=O)N1c1ccccc1,0.0,-3,1.4,4,-2,.,0,1,31*
CC(=O)c1cccc(NC(=O)c2cc(=O)[nH]c3ccc(S(=O)(=O)N4CCOCC4)cc23)c1,-0.7,-1,-1.3,5,1,-1.2,0,14,5
Cc1sc2nc(CSc3n[nH]c(N)n3)[nH]c(=O)c2c1C,-3.3,-7,-2.2,-9,-3,-0.4,-3,-1,-4
C#CCOCCOCCOCCNc1nc(N2CCN(C(=O)CCCCCCCCCCNC(=O)[C@H]([C@@H](C)CC)n3cc(CCCCCN)nn3)CC2)nc(N2CCN(C(=O)CCCCCCCCCCNC(=O)[C@H]([C@@H](C)CC)n3cc(CCCCN=C(N)N)nn3)CC2)n1,-1.6,-17,-9.2,.,.,-1.7,-58,15,2
CCOC(=O)c1ccccc1NC1CC(=O)N(c2ccccc2C)C1=O (stereo not given),0.7,-5,-2.1,3,0,-1.7,15,9,102*
CCN(Cc1ccccc1)C(=O)c1ccc(CS(=O)c2ccccc2C)o1 (stereo not given),-0.4,-1,-0.7,9,-5,3.1,14,6,3
O=C(Nc1ccc(-c2nc3ccccc3s2)cc1)c1cc(-n2cnnc2)ccc1Cl,-1.0,-82,-1.0,-7,8,-2.4,-11,17,2
Cn1cc(Cl)c(/C=C(\C#N)S(=O)(=O)c2ccccc2)n1,-2.5,2,-0.5,1,1,0.1,-1,1,-1
COc1ccc(C(=O)OCc2cc(=O)oc3c(C)c(C)ccc23)cc1S(=O)(=O)N1CCOCC1,.,.,-3.0,16,5,-1.5,-3,-7,0
COc1cc(C#N)ccc1OCC(=O)NCCC1=CCCCC1,-0.7,-7,-0.7,8,4,0.2,-1,0,1
CCCNC(=O)C1(C)CCN(C(=O)c2c(Cl)cccc2Cl)C1 (stereo not given),.,.,-2.7,.,-2,-0.8,2,-4,-4
